# From PubChem BioAssay
# TSG101-PTAP inh: qHTS Assay for Iinhibitors of HIV-1 Budding by Blocking the Interaction of PTAP/TSG101. 340,000 tested, under 10 active. Fluorescence polarization, FITC-PTAP peptide / Tsg101 binding. AID 493005, 2010. Potency, µM (series often up to 115 µM), without a hit: at the highest dose activity change, negative = inhibition, most hits filed as inhibitors; active means well fitted inhibition curve with a large enough effect in the main read-out, with a control signal flat, not every such curve was filed as active; inconclusive means small, poorly fitted or top-dose-only effect, or effect the other way, or a change in a side signal; inactive means no such curve, though single readings can be large or run the other way; further: potency means the concentration at half of the fitted maximal effect; % of control where 0% means no effect
#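 Fluorescence polarization binding of Tsg101 binding domain (10 uM final) to FITC-labeled PTAP peptide (50 nM final) in HEPES pH 7.5 buffer with NaCl, Tween 20, EDTA, TCEP. Compounds added before peptide; binding 20 min at RT.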
# BRCA1 expr up: qHTS Assay to Identify Small Molecule Activators of BRCA1 Expression. MCF7-BRCA1-FFLuc reporter, luminescence, 48 h; response scale: scaled: vehicle 0%, 10 µM genistein 100%. Potency, µM (top dose mostly 46.1 µM), for inactives: at the top dose activation, hits mostly activators. actives 1.1% (n = 380,000). AID 624202, 2012; further: potency means the concentration at half of the fitted maximal effect; nearly all actives have a fitted effect of over 80% in size; some results filed as inactive show a strong effect at the top dose
#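 48 h compound treatment of MCF7-BRCA1-FFLuc cells (phenol-red free MEM, 37 °C), then 15 min with luciferase substrate and luminescence imaging.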
# USP2a block: qHTS Assay for Inhibitors of Ubiquitin-specific Protease USP2a Using CHOP2 as the Reporter; Ubiquitin carboxyl-terminal hydrolase 2 (Homo sapiens), O75604; USP2 core, Ub-CHOP2 coupled fluorogenic reporter, 485/531; Potency, µM (doses to about 38.3 µM), without a hit: at the highest dose activity change, negative = inhibition, actives largely listed as inhibitors; actives 0.01% (n = 330,000); AID 463254, 2010;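 further: potency means the concentration at half of the fitted maximal effect; plate controls were DMSO wells for no effect and full inhibition by NEM control for full effect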
# Target sequence (O75604 whole entry, looked up): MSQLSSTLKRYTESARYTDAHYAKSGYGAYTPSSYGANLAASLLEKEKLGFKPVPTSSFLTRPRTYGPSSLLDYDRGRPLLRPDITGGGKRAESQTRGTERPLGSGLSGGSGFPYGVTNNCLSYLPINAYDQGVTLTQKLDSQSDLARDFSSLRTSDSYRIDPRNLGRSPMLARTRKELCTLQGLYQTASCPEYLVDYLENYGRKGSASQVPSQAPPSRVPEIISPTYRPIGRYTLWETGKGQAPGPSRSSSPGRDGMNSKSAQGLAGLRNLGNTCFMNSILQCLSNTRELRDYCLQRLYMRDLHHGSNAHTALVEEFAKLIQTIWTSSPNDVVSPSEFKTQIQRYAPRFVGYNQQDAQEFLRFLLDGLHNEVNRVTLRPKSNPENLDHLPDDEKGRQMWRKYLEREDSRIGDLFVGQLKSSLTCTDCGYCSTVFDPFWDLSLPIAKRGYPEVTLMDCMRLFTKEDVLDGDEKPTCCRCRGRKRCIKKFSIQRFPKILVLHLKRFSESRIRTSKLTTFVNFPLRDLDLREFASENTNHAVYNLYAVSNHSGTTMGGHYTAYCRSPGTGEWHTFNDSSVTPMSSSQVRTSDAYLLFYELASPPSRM
#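 Deubiquitinase activity read as fluorescence (485/531 nm) after Ub-CHOP2 cleavage activates the enterokinase reporter on its substrate; USP2 core 10nM, Ub-CHOP2 and substrate 25nM each, 30min compound preincubation then 60min RT; data normalized to NEM, curves fitted.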
# TRPV1 agonist: HTS Assay for Compounds that Act as Agonists of the Vanilloid Receptor 1; Transient receptor potential cation channel subfamily V member 1 (Homo sapiens), Q8NER1; TRPV1-expressing cells, Fluo-8 calcium influx, agonist mode; activation, % at 8.33 µM; actives 0.19% (n = 320,000); in the data active means activation above about 80%; inconclusive means between about 30% and that limit; further: 0% is about no effect
#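 Cells expressing TRPV1 were dye-loaded with Fluo-8 and read kinetically: 10 s baseline, 3 min after compound (agonist portion), then 2 min after EC20 capsaicin (allosteric enhancer portion). Calcium-bound dye fluorescence at 480/520 nm.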
# uPA surface inh: qHTS for Inhibitors of Cell Surface uPA Generation. cell surface uPA generation assay, qHTS. Potency, µM (highest dose often 38.3 µM), for the others: at the highest dose activity change, negative = inhibition, usual class: inhibitors. actives 0.31% (n = 330,000); active means well fitted inhibition curve with a large enough effect; inconclusive means small, poorly fitted or top-dose-only effect; inactive means no such curve, though single readings can be large or run the other way; tested in mouse RAW 264.7 cells; further: potency means the concentration at half of the fitted maximal effect; on the % scale 0 is the no-effect control and ±100 the full control effect; nearly all actives have a fitted effect of over 55% in size
# Integrin act MD: qHTS for Activators of Integrin-Mediated Alleviation for Muscular Dystrophy; actives 0.064% (n = 350,000); Potency, µM (doses to about 38.3 µM), for the others: at the highest dose activation, usual class: activators; alpha7betagal myoblasts, beta-gal FDG fluorescence, 48 h;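 further: potency means the concentration at half of the fitted maximal effect; 100% = response of the positive control SU9516; nearly all actives have a fitted effect of over 60% in size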
#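 Alpha7betagal+/- myoblasts (passage 13) were plated 16-24 hr, then exposed to compounds (1:260 dilution of DMSO stock) for 48 hours at 37C. After MPER lysis, β-galactosidase reporter activity was read as FDG fluorescence (ex 480/em 540) after 30 minutes.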
# S-ASM inh: Inhibitors of Secretory Acid Sphingomyelinase (S-ASM): qHTS; Sphingomyelin phosphodiesterase (Homo sapiens), P17405; placental ASM, HMU-PC fluorogenic substrate, 60 min; Potency, µM (top dose mostly 57.5 µM), for inactives: at the highest dose activity change, negative = inhibition, actives largely listed as inhibitors; actives 0.006% (n = 340,000); further: potency means the concentration at half of the fitted maximal effect
#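 HMU-PC0 cleavage (9 uM final) by human placental ASM, 60 min at 37 °C following 10 min compound exposure at RT; stopped at pH 10, fluorescence Ex 386/Em 447 nm.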
# p53 reactivator: qHTS assay for re-activators of p53 using a Luc reporter; AID 504706, 2011; actives 0.063% (n = 320,000); Potency, µM (series often up to 92.2 µM), for the others: at the highest dose activity change, positive = activation, actives largely listed as activators; H1299 p53-A138V BP100-luciferase reporter, luminescence, 24 h; further: potency means the concentration at half of the fitted maximal effect; % of control where 0% means no effect; nearly all actives have a fitted effect of over 45% in size
#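 H1299 (p53-null), stable ts p53-A138V + BP100-Luc; 1000 cells/well, Opti-MEM/10% FBS; cpd 4 pt, 1:5; 24 h, 37 deg C, 5% CO2; detection reagent 10 min RT; luminescence.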
# Eya2 inh: qHTS Assay for Inhibitors of the Phosphatase Activity of Eya2; Protein phosphatase EYA2 (Homo sapiens), O00167; recombinant Eya2, OMFP fluorescence dephosphorylation (OMFP is methylfluorescein phosphate); Potency, µM (highest dose often 76.9 µM), without a hit: top-dose activity, negative = inhibition, usual class: inhibitors; actives 0.006% (n = 330,000); further: potency means the concentration at half of the fitted maximal effect; on the % scale 0 is the no-effect control and ±100 the full control effect
# Target sequence (O00167 whole entry, looked up): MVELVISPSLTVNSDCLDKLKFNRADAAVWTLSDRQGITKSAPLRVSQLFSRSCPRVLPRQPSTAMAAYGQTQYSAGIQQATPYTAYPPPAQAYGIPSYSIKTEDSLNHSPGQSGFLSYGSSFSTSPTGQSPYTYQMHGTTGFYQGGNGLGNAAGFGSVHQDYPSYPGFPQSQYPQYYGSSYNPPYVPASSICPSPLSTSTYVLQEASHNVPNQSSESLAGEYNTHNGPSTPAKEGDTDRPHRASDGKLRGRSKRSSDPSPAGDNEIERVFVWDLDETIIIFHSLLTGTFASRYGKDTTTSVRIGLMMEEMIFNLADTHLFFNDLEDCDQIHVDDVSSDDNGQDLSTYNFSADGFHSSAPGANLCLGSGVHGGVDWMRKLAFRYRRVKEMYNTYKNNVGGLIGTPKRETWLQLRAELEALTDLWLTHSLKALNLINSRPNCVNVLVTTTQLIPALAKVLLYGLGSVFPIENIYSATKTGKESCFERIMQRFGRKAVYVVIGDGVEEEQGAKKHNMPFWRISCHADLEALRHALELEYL
#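 Eya2 (0.2 uM) preincubated 10 min at ambient with compound, then OMFP substrate added at 50 uM; 10 min reaction in 50 mM HEPES pH 7.5, 50 mM NaCl, 5 uM MgCl2, 0.05% BSA, 1 mM DTT. Fluorescence read at Ex 485/Em 525 nm.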
# B2AR arrestin: qHTS assay of beta-arrestin-biased ligands of beta2-adrenergic receptor; Potency, µM (top dose mostly 46.1 µM), inactives show top-dose activation, usual class: activators; AID 492947, 2010; beta-arrestin recruitment to beta2AR, cell-based reporter; actives 0.02% (n = 330,000); Beta-2 adrenergic receptor (Homo sapiens), P07550;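 further: potency means the concentration at half of the fitted maximal effect; 0% = DMSO controls and full agonism = EC100 isoproterenol or metaproterenol; nearly all actives have a fitted effect of over 65% in size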
# ELG1 genotox: qHTS screen for small molecules that induce genotoxicity in human embryonic kidney (HEK293T) cells expressing luciferase-tagged ELG1; AID 504466, 2011; Potency, µM (highest dose often 46 µM), without a hit: at the top dose activity change, positive = activation, hits mostly activators; HEK293T ELG1-luciferase reporter, luminescence, 16 h; actives 1.3% (n = 330,000); further: potency means the concentration at half of the fitted maximal effect; % of control where 0% means no effect; nearly all actives have a fitted effect of over 60% in size
#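 Cells (2,000/well) expressing the ELG1-luciferase fusion are dosed by pin tool and kept 16 hr at 37 °C, 5% CO2. Signal comes from ONE-Glo luciferase reagent after 30 min at room temperature.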
# * hit, by the source's call; i = inactive; ? = inconclusive; nt = not tested or not shown; [ ] = dose if it differs, or a comment. Unless noted, the call rests on the fitted dose curve; in most records, active means well fitted curve in the direction sought with a large enough effect; inconclusive means small, poorly fitted or top-dose-only effect, or another doubt; inactive means no such curve, though single readings can be large; an effect the other way counts as inactive or inconclusive.
SMILES,TSG101-PTAP inh,BRCA1 expr up,USP2a block,TRPV1 agonist,uPA surface inh,Integrin act MD,S-ASM inh,p53 reactivator,Eya2 inh,B2AR arrestin,ELG1 genotox
O=C(COc1ccc(Cl)cc1Br)NC(=O)NC1CCCC1,-2%,13µM*,-2%,1,0%,-12%,-3%,?,4%,-0.1%,?
O=c1[nH]c(=O)c2nnc(N/N=C\c3ccc(O)cc3)nc2[nH]1,-3%,-3%,1%,6,3%,9%,-2%,2%,6%,0.0%,13%
O=C1OCC2=C1C(c1ccc3c(c1)OCO3)c1cc3c(cc1O2)OCO3 (centres undefined),-1%,-85%,nt,nt,-10%,7%,-1%,nt,nt,nt,nt
Nc1ccc(N=Nc2ccccc2Cl)c(N)n1,-2%,3.5µM*,-2%,-3,-22%,19%,-26%,?,-9%,3.7%,?
CN(CC(=O)Nc1cccc(F)c1)C(=O)CC1CC2CCC1C2 (centres undefined),-1%,-6%,0%,14,2%,-13%,-2%,7%,-8%,-0.5%,-4%
CCn1c(=O)cc(OCC(=O)N(C)C2CCCCC2)c2ccccc21,-6%,-3%[1.84 µM],-1%,-4,-5%,0%,0%,-10%,9%,-0.5%,?
CC(=O)Nc1ccccc1OCC(=O)NC(C)c1ccccc1 (centres undefined),0%,1%,5%,0,4%,6%,1%,6%,4%,-0.2%,-1%
O=C(c1ccc(=O)[nH]c1)N1CCN(S(=O)(=O)c2ccc(Cl)cc2)CC1,-1%,4%,1%,0,0%,-11%,0%,3%,-2%,0.4%,2%
CN(C)C(=O)CN(c1ccc2c(c1)OCO2)S(C)(=O)=O,-6%,18%,2%,-6,1%,-9%,3%,6%,1%,-0.4%,-5%
COc1ccc(C(C)=O)cc1COc1ccc(Cl)cc1Cl,1%,1%,1%,11,-2%,17%,-2%,1%,15%,-0.8%,-4%
CCN(CC)S(=O)(=O)c1ccc(Cl)c(NC(=O)COc2ccc3c(C)cc(=O)oc3c2)c1,-1%,13%,0%,-3,7%,1%,-1%,-12%,-1%,0.3%,-3%
CCOC(=O)c1cn(CC(=O)Nc2cccc(Cl)c2C)nn1,-1%,7%,3%,nt,-3%,19%,1%,-2%,11%,-0.8%,-1%
CCCn1c(SCC(=O)c2ccc3c(c2)OCCO3)nnc1-c1ccco1,-1%,5%,0%,3,4%,0%,-1%,16%,13%,-0.5%,-1%
O=S(=O)(NCCc1ccccc1)c1ccc(S(=O)(=O)N2CCCCC2)cc1,-3%,5%,3%,11,9%,-12%,1%,2%,31%[15.4 µM],-1.7%,0%
Cc1c(-c2ccccc2)[nH]n2c(=O)c3c(nc12)CCCC3,-5%,3.2µM*,-1%,10,-5%,-1%,-1%,?,3%,0.5%,?
Nc1c(-c2ccccc2)c(CN2CCOCC2)nn1-c1cccc([N+](=O)[O-])c1,-7%,-27%,1%,12,0%,-7%,-3%,6%,0%,0.3%,-3%
COC(=O)C1=C(N)OC2=C(C(=O)CC(C)(C)C2)C1c1cccs1 (centres undefined),-5%,-30%,0%,0,0%,-30%,4%,0%,10%,0.6%,3%
CCOc1ccc(CNc2ccc(N3CCCC3)cc2)cc1,nt,-93%[inhibitor],1%,-6,-10%,-17%,1%,-14%,-10%,-0.3%,23%
O=C(CCN1C(=O)/C(=C/c2ccccc2F)SC1=S)NCCCn1ccnc1,1%,22%,-4%,11,5%,11%,-2%,15%,-2%,0.1%,-8%
COc1ccc(N2CCN(C(=O)Cn3nnc(-c4ccc(N(C)C)cc4)n3)CC2)cc1,0%,-11%,-1%,2,2%,-1%,-3%,4%,-5%,-0.3%,22%
Cc1cccc(C)c1OC(=O)C(c1ccccc1)c1ccccc1,-3%,1%,1%,14,?,-30%,-11%,3%,2%,3.1%,-1%
CC(C)CCNC(=O)C1CCN(S(=O)(=O)c2ccc3nc4c(c(C(=O)O)c3c2)CCCCC4)CC1,-1%,0%,0%,2,8%,4%,2%,4%,8%,0.2%,0%
COC(=O)c1cc(S(=O)(=O)N(Cc2ccccc2)C(C)(C)C)c[nH]1,-8%,-38%,-3%,23,-28%,?,0%,-35%[inhibitor],-8%,-0.1%,-7%
Cc1cc(N2C(=O)CC(C(C)c3ccccc3)C2=O)no1 (centres undefined),-6%,-5%,1%,1,1%,-2%,3%,-1%,6%,0.7%,0%
CCN1CCN(S(=O)(=O)c2c(C)cc(C)cc2C)CC1,-1%,-2%,-2%,-8,-6%,11%,1%,?,?,-0.1%,-2%

# Next part:
SMILES,TSG101-PTAP inh,BRCA1 expr up,USP2a block,TRPV1 agonist,uPA surface inh,Integrin act MD,S-ASM inh,p53 reactivator,Eya2 inh,B2AR arrestin,ELG1 genotox
CCOC(=O)C1(CCc2ccccc2)CCN(C(=O)c2occc2C)CC1,-8%,-28%,-1%,?,-3%,-2%,-1%,3%,-6%,-1.0%,-5%
CC(/C=N/NC(=O)c1ccc(CN2c3cccc4cccc(c34)S2(=O)=O)cc1)c1ccccc1 (centres undefined),1%,-2%,0%,8,10%,16%,31%[activator],1%,-2%,-1.9%,0%
Cc1cc(C)c2cc(CN(CCN(C)C)C(=O)Nc3ccccc3Cl)c(=O)[nH]c2c1,0%,-39%,0%,-2,3%,1%,-1%,-6%,0%,0.1%,-1%
O=C(c1ccccc1NS(=O)(=O)c1ccc(Br)s1)N1CCOCC1,-3%,-18%,2%,-1,3%,-7%[7.66 µM],2%,9%,26%,-0.9%,0%
COc1ccc(C(=O)Nc2sc3c(c2C(=O)NCc2ccco2)CCCC3)cc1OC,2%,-16%,3%,11,-4%,8%,21%,-3%,-7%,0.0%,5%
CCCCCCn1c(N2CCCC2)nc2c1c(=O)n(C)c(=O)n2C,2%,-26%,-6%,7,-6%,-23%,-4%,-16%,-16%,0.4%,-1%
CCCC(=O)Nc1ccc(N2CCOCC2)cc1,-9%,82%,2%,nt,-11%,14%,0%,?,-6%,-0.2%,8%
COc1ccccc1CN(C)C(=O)c1ccccc1SCC(=O)N1CCCC1,-3%,14%,-2%,3,1%,1%,2%,-3%,-9%,0.3%,-1%
COCCCn1c(C(=O)NCCN2CCOCC2)cc2c(=O)n3ccccc3nc21,nt,-19%,-2%,0,-4%,-16%,i,16%,5%,-0.8%,10%
COCCn1c(C)cc(C(=O)CSc2nc3ccccc3c(=O)n2C(C)COC)c1C (centres undefined),1%,-20%,-8%,10,0%,-18%,-1%,-4%,-7%,-0.6%,-9%
COc1ccc(-c2cc3c(=O)n(CC(=O)NCCCN4CCC(N5CCCCC5)CC4)ncn3n2)cc1,-2%,86%,2%,-2,-19%,-36%[inhibitor],-2%,19%,6%,0.0%,9%
CCN1C(=O)[C@H]2[C@@H](c3ccc(C)cc3)N3C(=O)N(c4cccc(Cl)c4)C(=O)[C@@]3(Cc3ccccc3)[C@H]2C1=O,2%,-15%,-2%,0,6%,12%,-1%,-8%,3%,0.4%,0%
NC(=O)CSc1nnc(C2CC2)n1-c1ccccc1,0%,3%,1%,0,6%,12%,0%,3%,-2%,-0.2%,0%
CCc1cccc(CC)c1NC(=O)COC(=O)/C(C#N)=C/c1ccc(OC)cc1,-5%,2%,2%,3,-6%,3%,2%,9%,11%,0.5%,6%
Cc1ccccc1NC(=O)c1ccc2c(c1)OCCO2,-1%,?,1%,7,-4%,18%,3%,?,6%,0.0%,?
Cn1cc(-c2ccccc2C(=O)O)c(=O)c2cc(Cl)ccc21,2%,-1%,2%,-5,-1%,-7%,-2%,5%,-2%,0.3%,0%

# 2 of these compounds, set out differently:
smiles | TSG101-PTAP inh | BRCA1 expr up | USP2a block | TRPV1 agonist | uPA surface inh | Integrin act MD | S-ASM inh | p53 reactivator | Eya2 inh | B2AR arrestin | ELG1 genotox
O=C(COc1ccc(Cl)cc1Br)NC(=O)NC1CCCC1 | -2% | 13µM* | -2% | 1 | 0% | -12% | -3% | ? | 4% | -0.1% | ?
O=c1[nH]c(=O)c2nnc(N/N=C\c3ccc(O)cc3)nc2[nH]1 | -3% | -3% | 1% | 6 | 3% | 9% | -2% | 2% | 6% | 0.0% | 13%
